Compound activity (PubChem)
Pemphigus Ab inh – inhibitors of pemphigus antibody binding to DSG3, primary screen, biochemical, bead-based, flow cytometry, scFv-GFP; Desmoglein-3 (Homo sapiens), P32926; binding (percent of control), % at 10 µM; DSG3-coupled beads, scFv-anti-DSG3-GFP binding; active compounds read low; AID 588358, 2011; 310,000 tested, 0.48% active;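 active = binding more than 3 SD below its plate's average and above zero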;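 note: hits lower antibody fragment binding to DSG3; some compounds called inactive have numbers as strong as hits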
Arrestin-AP2 inh – inhibitors of beta-arrestin/AP2 binding, primary screen, biochemical, GPCR trafficking, flow cytometry | beta-arrestin 1 C-terminal peptide binding to AP2 beta2-adaptin appendage (human) | FITC-arrestin peptide / GST-AP2 beads; AP2 beta2 appendage carries R879A mutation | inhibition, % at 10 µM | 340,000 tested, 0.31% active | AID 504490, 2011;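 active = inhibition above a set limit, near 3 SD of compounds lacking own fluorescence, cut at about 54% in these data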;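 note: plate controls were DMSO wells for no effect and 5 µM unlabelled arrestin peptide for full effect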
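Test system: GST-tagged AP2 beta2-adaptin appendage (R879A) on 4 µm glutathione beads; also added: fluorescein-tagged arrestin peptide at 50 nM final; timing: 12 min plus 1 h, RT; signal: flow cytometry, FL1 (488/535 nm); read-out: percent drop in bead-associated FITC signal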
CAL PDZ FP-1 – CAL PDZ peptide-binding inhibitors, primary screen, biochemical, fluorescence polarization, Cer-tagged CAL PDZ, HTS. AID 504414, 2011. 330,000 tested, 0.02% active. inhibition, % at 20 µM. purified CAL PDZ, TMR-peptide fluorescence polarization, 1 h. Golgi-associated PDZ and coiled-coil motif-containing protein (Homo sapiens), Q9HD26;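 active = highest replicate inhibition of at least 40%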;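 note: plate controls were DMSO neutral control wells for no effect and unlabeled competitor peptide control wells for full effect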
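System: tagged CAL PDZ domain. Schedule: 1 h room-temperature incubation prior to read. Signal: fluorescence polarization (mP). Measure: percent inhibition from loss of millipolarization.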
Keap1-Nrf2 PPI – Keap1-Nrf2 protein-protein interaction inhibitors, primary screen, biochemical, fluorescence polarization, single point. Keap1 Kelch-Nrf2 peptide fluorescence polarization, 1536-well. inhibition, % at 9.4 µM. AID 504523, 2011. 340,000 tested, 0.15% active; in the data active = inhibition above about 12%;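 note: human Keap1 Kelch domain with fluorescein labeled Nrf2 9mer peptide probe; 0% = neutral control wells and 100% = peptide positive control; higher means more block of Keap1 binding to Nrf2 peptide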
RTF Ca sens inh – cardiac RTF calcium sensitivity inhibitors, primary screen, biochemical, IANBD-TnC fluorescence, EC70 calcium; Troponin I, cardiac muscle (Homo sapiens) + Troponin T, cardiac muscle (Homo sapiens) + …; IANBD-labeled cardiac RTF, Ca2+ fluorescence; inhibition, % at 7.15 µM; 340,000 tested, 0.12% active;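 active = inhibition above the mean inhibition of all tested compounds plus 3 SD, cut at about 17% in these data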;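 note: assay run at fixed EC70 calcium of 1.6 mM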
DAGLB inhibitor – DAGLB lipase inhibitors, primary screen, biochemical, fluorescence, HTS; HEK293T DAGLB membrane lysate, EnzChek fluorogenic substrate; 340,000 tested, 0.059% active; Diacylglycerol lipase-beta (Homo sapiens), Q8NCG7; inhibition, % at 5.17 µM; in the data active = inhibition above about 34%;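 note: 0% = enzyme with vehicle and 100% = wells lacking enzyme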
C-LANA FP – inhibitors of KSHV C-LANA binding to DNA, primary screen, biochemical, fluorescence polarization, FAM-LBS DNA, MBP-C-LANA, single point. Kaposi's sarcoma herpesvirus LANA C-terminal domain (residues 932-1162) DNA binding. inhibition, % at 9 µM. 340,000 tested, 0.078% active;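 active = highest replicate inhibition at or above 60% at 9 µM, even if other replicates fall short; inactive = all replicates below 60% inhibition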;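 note: 0% = neutral control wells and 100% = 4 µM acridine orange control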
NSD2 HMT inh – NSD2 histone methyltransferase inhibitors, primary screen, biochemical, AlphaScreen, single concentration, set 2; Histone-lysine N-methyltransferase NSD2 (Homo sapiens), O96028; NSD2 peptide methylation, 120 min; inhibition, % at 12.5 µM; 310,000 tested, 0.54% active; AID 743445, 2014; in the data active = inhibition above about 50%
Target sequence (O96028 whole entry, looked up): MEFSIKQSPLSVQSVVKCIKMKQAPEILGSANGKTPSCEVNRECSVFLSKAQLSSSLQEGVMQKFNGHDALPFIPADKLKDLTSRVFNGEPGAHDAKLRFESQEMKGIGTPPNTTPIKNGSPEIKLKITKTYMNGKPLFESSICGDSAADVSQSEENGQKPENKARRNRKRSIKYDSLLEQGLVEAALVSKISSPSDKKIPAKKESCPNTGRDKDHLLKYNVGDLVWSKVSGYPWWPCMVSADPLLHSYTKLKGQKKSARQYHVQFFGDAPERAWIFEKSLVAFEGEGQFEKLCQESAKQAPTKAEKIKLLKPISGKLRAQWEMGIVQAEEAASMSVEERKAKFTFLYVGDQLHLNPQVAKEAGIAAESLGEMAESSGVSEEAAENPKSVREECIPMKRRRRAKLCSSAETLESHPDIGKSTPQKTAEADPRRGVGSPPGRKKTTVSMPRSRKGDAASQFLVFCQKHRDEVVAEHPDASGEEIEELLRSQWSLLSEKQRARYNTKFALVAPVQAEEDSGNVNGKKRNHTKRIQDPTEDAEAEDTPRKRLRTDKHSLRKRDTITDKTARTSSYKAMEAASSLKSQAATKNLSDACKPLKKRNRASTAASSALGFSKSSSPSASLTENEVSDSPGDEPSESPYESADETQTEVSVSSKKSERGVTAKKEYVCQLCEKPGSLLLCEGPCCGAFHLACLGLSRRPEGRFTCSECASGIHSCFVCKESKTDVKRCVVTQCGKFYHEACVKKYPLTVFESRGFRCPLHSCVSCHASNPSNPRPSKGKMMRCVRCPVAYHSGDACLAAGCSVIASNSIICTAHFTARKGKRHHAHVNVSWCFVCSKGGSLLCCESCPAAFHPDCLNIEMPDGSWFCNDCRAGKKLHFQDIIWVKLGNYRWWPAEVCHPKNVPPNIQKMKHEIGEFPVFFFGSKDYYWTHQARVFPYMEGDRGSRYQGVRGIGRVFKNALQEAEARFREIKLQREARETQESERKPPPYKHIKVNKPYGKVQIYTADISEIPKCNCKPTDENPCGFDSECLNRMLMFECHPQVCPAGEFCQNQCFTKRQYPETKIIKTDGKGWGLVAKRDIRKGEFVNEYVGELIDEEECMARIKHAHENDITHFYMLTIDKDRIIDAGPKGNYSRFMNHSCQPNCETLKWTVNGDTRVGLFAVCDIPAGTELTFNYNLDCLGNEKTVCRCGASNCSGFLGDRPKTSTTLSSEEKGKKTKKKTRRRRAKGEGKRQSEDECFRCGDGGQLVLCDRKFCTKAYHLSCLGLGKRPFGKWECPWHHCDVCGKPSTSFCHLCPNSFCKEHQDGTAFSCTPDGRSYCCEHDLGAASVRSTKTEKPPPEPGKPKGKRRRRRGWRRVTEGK
V-ATPase pH – regulators of yeast V-ATPase proton pumping, primary screen, pHLuorin cytosolic pH fluorescence. S. cerevisiae. response, % at 10 µM. 350,000 tested, 0.37% active; in the data active = response mostly above about 7.3%, no sharp cut-off; inactive = mostly below about 5.4%; note: actives read high; inactives centre near 0; some compounds called inactive have numbers as strong as hits; reference of the scale not given here
CAL PDZ FP-2 – untagged CAL PDZ binding inhibitors, primary screen, biochemical, fluorescence polarization, HTS; purified CAL PDZ, TMR-peptide fluorescence polarization, 1 h; inhibition, % at 24.9 µM; 300,000 tested, 0.92% active; AID 602252, 2012; Golgi-associated PDZ and coiled-coil motif-containing protein (Homo sapiens), Q9HD26;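 active = mean inhibition of at least 30% with at least half of replicates also reaching 30%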;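 note: 0% = DMSO neutral control and 100% = excess unlabeled competitor peptide PRC23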
An asterisk follows results filed as active; · = no result given. Only part of the results is shown; the hit share may differ from the screen's.

SMILES	Pemphigus Ab inh	Arrestin-AP2 inh	CAL PDZ FP-1	Keap1-Nrf2 PPI	RTF Ca sens inh	DAGLB inhibitor	C-LANA FP	NSD2 HMT inh	V-ATPase pH	CAL PDZ FP-2
CCC(=O)NCCn1ccc2ccccc21	108	-8	-2.5	0	-5	-5	1.0	·	-4	-10
CCn1c2ccccc2c2cc(NC(=O)CSc3nccc(=O)[nH]3)ccc21	·	-30	-1.7	-7	-1	2	0.3	7	-2	-4
O=C(CCC(=O)OCC(=O)c1ccccc1)NC1CCCCC1	98	9	-2.7	-8	-1	0	0.0	-1	2	-1
C=CCn1cnc2c(c1=O)c1nc3ccccc3nc1n2/N=C/c1cccc(OC)c1OC	98	3	-3.2	-5	-4	-1	0.3	0	4	0
COc1cccc(COC(=O)CSCC(=O)Nc2ccc(C)cc2)c1OC	108	·	·	·	·	-4	·	-2	2	·
O=C(NCc1ccccc1)c1ccc(Br)cc1Br	·	-2	-0.9	-4	-2	-5	2.5	-5	-2	-2
C=CCNc1nc(C(=O)OCC(=O)c2ccc(Cl)cc2)cs1	94	51	-2.8	-1	-14	0	1.5	1	1	-1
O=C(NNS(=O)(=O)c1ccccc1)C(O)(c1ccccc1)c1ccccc1	·	-1	0.1	-6	13	2	0.9	-3	-3	-5
CCCn1nc(NC(=O)C(C)C)c2cc3cc(OC)ccc3nc21	89	-1	-1.4	-5	-2	-1	-1.2	-5	-1	1
COCCn1nnnc1CN(CCc1ccccc1)Cc1cc2ccc(C)cc2[nH]c1=O	110	0	-0.3	-2	-11	0	-0.8	0	3	-1
O=C(N/C(=C\c1ccccc1)C(=O)N1CCOCC1)c1ccccc1Br	·	6	-2.1	1	-8	1	-1.3	0	-4	-6
CN(C)CCCNC(=O)COc1ccc(Br)cc1Cl	93	1	-0.5	-3	-11	-2	-0.7	·	-1	4
C#CCn1c(=NC(=O)c2ccco2)sc2cccc(Cl)c21	86	9	-0.9	-3	-15	-5	-0.2	0	-2	-3
O=C(OCC(=O)N1CCOCC1)c1ccc(Cl)nc1	98	-7	-1.0	0	-3	-2	0.5	-3	3	0
COc1cc(C#Cc2c(-c3ccccc3OC)oc3ccccc23)cc(OC)c1	100	24	0.5	-3	-6	-9	-0.4	·	-2	-1
NS(=O)(=O)c1ccc(NC(=O)COC(=O)c2cn(-c3ccccc3)nc2-c2ccc(F)cc2)cc1	105	·	-2.1	-2	3	-3	-2.1	-2	-1	-4
O=C(CN(C(=O)Cn1nnc(-c2ccccc2F)n1)c1cnc2ccccc2c1)NCC1CCCO1 (configuration not stated)	100	-3	-0.2	0	5	0	-0.2	3	-1	-2
O=C(COc1cccnc1[N+](=O)[O-])NCCc1ccc(Cl)cc1Cl	106	-21	-0.7	6	14	2	1.3	-2	6	·
CCCc1cc(C(=O)Nc2cccnc2)no1	101	-1	0.5	2	-7	0	1.4	·	-2	-2
N#Cc1ccc(-c2csc(-c3ccno3)n2)cc1	101	43	·	·	·	·	·	-3	2	·
N=c1oc2ccccc2cc1-c1nc(-c2ccc(Cl)cc2)cs1	115	-7	-0.1	-2	2	-5	4.4	-4	-5	-2
CC(=O)c1ccc(N2CCN(C3CCC(C(C)(C)C)CC3)CC2)cc1 (configuration not stated)	110	-10	-1.4	3	1	-5	2.2	-2	3	2
COc1ccc(S(=O)(=O)C(C#N)c2nc3ccccc3nc2N2CCCCC2)cc1 (configuration not stated)	106	26	·	2	-21	0	6.0	7	1	-6
COc1ccccc1C(=O)C1CCCN(Cc2cccc(OCCO)c2)C1 (configuration not stated)	106	-12	-0.6	2	-6	0	0.3	-1	0	-10

3 compounds out of the list, arranged by number of heavy atoms, low to high.
SMILES	Pemphigus Ab inh	Arrestin-AP2 inh	CAL PDZ FP-1	Keap1-Nrf2 PPI	RTF Ca sens inh	DAGLB inhibitor	C-LANA FP	NSD2 HMT inh	V-ATPase pH	CAL PDZ FP-2
N#Cc1ccc(-c2csc(-c3ccno3)n2)cc1	101	43	·	·	·	·	·	-3	2	·
CC(=O)c1ccc(N2CCN(C3CCC(C(C)(C)C)CC3)CC2)cc1 (configuration not stated)	110	-10	-1.4	3	1	-5	2.2	-2	3	2
COc1cc(C#Cc2c(-c3ccccc3OC)oc3ccccc23)cc(OC)c1	100	24	0.5	-3	-6	-9	-0.4	·	-2	-1

Next part:
SMILES	Pemphigus Ab inh	Arrestin-AP2 inh	CAL PDZ FP-1	Keap1-Nrf2 PPI	RTF Ca sens inh	DAGLB inhibitor	C-LANA FP	NSD2 HMT inh	V-ATPase pH	CAL PDZ FP-2
COc1cccc(C(=O)Nc2cccc(-c3ccc(N4CCOCC4)nn3)c2)c1	99	-6	-5.6	0	-8	3	-1.4	-1	1	-7
O=C(Cc1ccccc1)Nc1ccccc1CO	100	1	-1.1	-3	3	3	-1.4	-2	1	1
Cc1ccc(CS(=O)(=O)CCC(=O)NCc2cccs2)cc1	103	5	-2.5	3	-3	0	-0.6	·	5	0
O=C(c1ccc([N+](=O)[O-])o1)N(Cc1nnc(-c2ccccc2Cl)o1)C1CC1	108	3	0.3	-3	-5	-2	2.1	-7	2	-5
Clc1ccc(SCc2cc(-c3ccccc3)on2)cc1	104	8	0.5	0	3	-14	0.4	1	2	1
Cc1nn(-c2ccccc2)c(Cl)c1/C=N/NC(=O)c1ccc(CNc2ccccc2)o1	105	-8	0.1	-2	-13	3	-0.4	-1	-1	1
COc1ccc(-c2nc3n(c2C)CCC3)cc1	·	15	0.4	-1	-8	1	0.3	3	4	-1
O=C(c1ccc(Cl)nc1)N1CCc2ccccc2C1	102	8	0.1	-1	-13	2	0.5	0	-1	-1
COc1ccc(CCNC(=O)c2cc(C3CC3)nc3c2cnn3C(C)C)cc1	·	-2	-1.4	-6	-6	-8	2.3	0	1	0
COc1ccc(NC(=O)CNS(=O)(=O)c2cccs2)cc1	100	2	·	3	-8	2	0.5	-1	1	-1
Cc1cc(N2C(=O)C3C4c5ccccc5C(c5ccccc54)C3C2=O)no1 (configuration not stated)	96	9	-0.6	1	0	-1	-0.5	1	-1	2
CCOc1cccc(OCCCNCCCOC)c1	105	93*	-0.4	-1	-4	-3	1.5	1	-2	-4
Cc1cccc(OCC(=O)NCCCNC(=O)c2ccncc2)c1	105	-8	-0.8	-2	-1	-2	0.3	-1	-5	·
Cc1[nH]n(-c2ccccc2)c(=S)c1C=Nc1cccc([N+](=O)[O-])c1	80	12	-2.4	-6	-9	0	-0.1	2	4	0
COc1ccc(N2CCN(C(=O)c3ccc(NS(=O)(=O)c4cccs4)cc3)CC2)cc1	102	-8	-0.3	-4	-5	3	0.1	3	-4	-4
CCC(C)NCCCCOc1ccc(Cl)cc1C (configuration not stated)	102	-3	0.1	4	-3	1	1.6	60*	0	-2
Cc1c(S(=O)(=O)NCCc2ccccc2)c(=O)n(C)c(=O)n1C	101	-11	0.1	-3	5	2	-1.8	·	-1	-4
CC(NC(=O)CN1C(=O)NC2(CCCC2)C1=O)c1ccc2ccccc2c1 (configuration not stated)	105	-2	-0.3	-5	-7	-1	0.8	0	1	-6
Cc1cc(C)c(NS(=O)(=O)c2c(C)noc2C)c(C)c1	109	4	-2.6	-6	-8	-1	3.5	1	2	-5
COc1ccc(-n2nc(C(N)=O)nc2-c2ccccc2)cc1	93	23	·	-2	-8	1	1.3	-2	-2	4
O=C(CN1C(=O)NC2(CCCCCC2)C1=O)Nc1ccc2c(c1)CCC2	103	12	0.7	-2	-6	-4	2.8	0	0	-1
Cc1ccc(C)n1-c1ccc(-c2ccn[nH]2)cc1	·	-13	-1.8	-1	6	3	-0.8	1	5	8
O=C(NCCCN1CCOCC1)c1cc2ccccc2oc1=O	99	2	-0.9	3	-6	1	-0.4	1	-2	-4
CN(C)S(=O)(=O)CC12CCC(CC1=O)C2(C)C (configuration not stated)	110	1	-0.1	3	-4	-2	0.5	-5	-1	-4
COc1cccc(-c2nc(-c3ccccc3)c(-c3ccccc3)[nH]2)c1OCC(=O)O	104	-11	0.0	-5	-1	12	-0.1	6	-2	-2
COCCCNC(=O)c1ccc2c(=O)n(Cc3ccc(Cl)cc3)c(=S)[nH]c2c1	97	-8	-0.8	-5	-9	-2	0.4	0	0	-4
Cc1ccccc1CN(c1ccc(C(=O)N2CCc3ccccc3C2)cc1)S(C)(=O)=O	97	12	-1.6	-1	-4	0	0.9	1	3	-2
FC(F)(F)c1nc(-c2ccncc2)ncc1-c1nnnn1-c1ccccc1	105	-2	-0.4	-4	6	1	-1.2	2	0	2
COC(=O)C1=C(C)NC(C)=C(C(=O)OC)C1C(=O)OCC(=O)Nc1ccc(C(C)=O)cc1	105	35	-2.6	3	3	-1	0.8	·	4	-2
CCn1cc(C(=O)N2CCc3ccccc32)c(=O)c2cc(S(=O)(=O)N(C)C3CCCCC3)ccc21	98	-5	0.5	-4	-6	3	-1.1	-1	3	0
COc1ccc(-c2c(C3=CCCCC3)oc3ccc(-c4ccc5c(c4)OCO5)cc23)cn1	103	13	-1.9	-7	-28	-2	1.5	·	-5	0
CCC(=O)N1CCc2cc(S(=O)(=O)NC(C(=O)N3CCc4ccccc4C3)C(C)C)ccc21 (configuration not stated)	99	-4	-0.9	-7	-6	1	-1.0	60*	1	-1
CCC(C(=O)NC(CC(=O)O)c1ccc(Cl)cc1)c1ccccc1 (configuration not stated)	99	5	-0.1	3	-8	-1	0.4	-3	1	5
CCC(NC(=O)NNC(=O)c1ccncc1)(C(F)(F)F)C(F)(F)F	·	-12	0.0	1	1	-1	0.6	-2	-1	-3
CCOC(=O)N1CCC(N2Cc3cccc(C(=O)Nc4ccc(N(CC)CC)cc4C)c3C2=O)CC1	95	-1	-0.7	-5	1	1	-2.0	22	-1	-1
O=C(CCN1C(=O)C2C3C=CC(C3)C2C1=O)NCCN1CCCc2ccccc21 (configuration not stated)	108	10	-0.6	5	-19	1	4.7	2	1	2

Gathered by group, those above containing a cyano group
SMILES	Pemphigus Ab inh	Arrestin-AP2 inh	CAL PDZ FP-1	Keap1-Nrf2 PPI	RTF Ca sens inh	DAGLB inhibitor	C-LANA FP	NSD2 HMT inh	V-ATPase pH	CAL PDZ FP-2
N#Cc1ccc(-c2csc(-c3ccno3)n2)cc1	101	43	·	·	·	·	·	-3	2	·
COc1ccc(S(=O)(=O)C(C#N)c2nc3ccccc3nc2N2CCCCC2)cc1 (configuration not stated)	106	26	·	2	-21	0	6.0	7	1	-6
